# L3MBTL1 inh = blocks human L3MBTL1. Q9Y468. AlphaScreen L3MBTL1–H3K9me1 peptide binding. Potency, µM (highest dose often 57.1 µM), without a hit: at the highest dose activity, negative = inhibition, usual class: inhibitors. actives 0.66% (n = 230,000). AID 485360; active = well fitted inhibition curve with a large enough effect; inconclusive = small, poorly fitted or top-dose-only effect; inactive = no such curve, though single readings can be large or run the other way; note: nearly all actives have a fitted effect of over 60% in size
# Target sequence (Q9Y468 whole entry, looked up): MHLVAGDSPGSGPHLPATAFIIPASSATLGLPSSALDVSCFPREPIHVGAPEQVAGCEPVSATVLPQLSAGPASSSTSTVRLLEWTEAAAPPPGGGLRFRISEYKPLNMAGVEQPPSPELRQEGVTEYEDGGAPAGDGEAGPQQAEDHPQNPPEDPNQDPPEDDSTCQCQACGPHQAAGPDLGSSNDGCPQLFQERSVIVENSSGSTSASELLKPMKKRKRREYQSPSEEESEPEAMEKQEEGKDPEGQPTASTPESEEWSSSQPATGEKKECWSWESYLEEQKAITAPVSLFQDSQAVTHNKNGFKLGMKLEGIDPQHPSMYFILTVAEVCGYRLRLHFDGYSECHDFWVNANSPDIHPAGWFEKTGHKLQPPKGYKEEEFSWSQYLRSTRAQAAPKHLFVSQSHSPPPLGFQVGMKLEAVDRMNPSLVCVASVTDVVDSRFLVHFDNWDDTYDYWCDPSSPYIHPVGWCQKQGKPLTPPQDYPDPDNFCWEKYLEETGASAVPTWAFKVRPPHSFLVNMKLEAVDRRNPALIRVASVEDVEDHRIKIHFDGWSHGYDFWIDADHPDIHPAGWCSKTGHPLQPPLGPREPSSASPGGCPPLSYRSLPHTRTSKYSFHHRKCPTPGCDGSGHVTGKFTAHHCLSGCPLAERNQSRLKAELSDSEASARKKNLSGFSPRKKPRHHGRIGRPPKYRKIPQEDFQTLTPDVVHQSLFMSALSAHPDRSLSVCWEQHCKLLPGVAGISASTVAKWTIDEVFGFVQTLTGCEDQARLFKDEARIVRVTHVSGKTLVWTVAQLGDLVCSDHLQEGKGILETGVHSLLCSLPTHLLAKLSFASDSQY
#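 L3MBTL1 50 nM + b-AHA-H3(1-15)K9me1 75 nM, 30 min RT; compound added, 30 min RT; streptavidin donor/Ni-chelate acceptor beads 10 ug/mL each final, 30 min RT dark; AlphaScreen read.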
# Numbers without * were called inactive; ? = inconclusive; [ ] = remark or other dose. % is set by controls: 0 for no effect and ±100 for the full control effect; potency is the fitted concentration of half-maximal effect. Not all compounds are listed; the hit share may differ from the screen's.
SMILES,L3MBTL1 inh
Cc1cccc(C(C)C)c1NC(=O)CN1C(=O)NC2(CCc3ccccc32)C1=O (configuration not stated),8%
CCC1(c2ccc(OC)cc2)NC(=O)N(CC(=O)NC2CCCCC2C)C1=O (configuration not stated),1%
O=C(Nc1ccc(S(=O)(=O)Nc2ncccn2)cc1)c1ccc(Cl)c([N+](=O)[O-])c1,10%
COc1ccccc1OCC(=O)N1CCCCCCC1,-3%
CCN(CC)S(=O)(=O)c1ccc2c(c1)nc(SCC(=O)NCC1CCCO1)n2CC (configuration not stated),2%
Cc1cc(C)n2c(SC(C)C(=O)NC3(C#N)CCCCC3)nnc2n1 (configuration not stated),-1%
CCC(=O)Nn1c(C2CCC2)nc2ccccc2c1=O,3%
O=C(COC(=O)Cc1ccc([N+](=O)[O-])cc1)NCc1ccc2c(c1)OCO2,-2%
COc1cc(CN2CCCC(C(=O)c3ccc(SC)cc3)C2)cc(Cl)c1O (configuration not stated),-9%
Cc1cc(C)cc(N(CC(=O)NC(C)(C)C)C(=O)CCC(=O)Nc2ccccn2)c1,5%
COc1cccc(C(=O)NCCS(=O)(=O)N(C)C2CCCCC2)c1,7%
CC(=O)c1ccc(S(=O)(=O)N2CCN(C(=O)CSC(=S)N3CCCC3)CC2)cc1,2%
Cc1ccc(C(=O)N2CCN(c3ccc(N4CCOCC4)nn3)CC2)cc1C,-1%
CCN(C(=O)COC(=O)C1CC1C)c1c(N)n(Cc2ccccc2)c(=O)[nH]c1=O (configuration not stated),-1%
C=CCOc1ccc(/C=N/NC(=O)CN2CCCCC2)cc1OC,?
CCS(=O)(=O)Nc1ccc(C2=NN(C(=O)c3ccco3)C(c3ccc(Cl)o3)C2)cc1 (configuration not stated),-4%
CCCN1CCC(=O)N([C@H](CN=[N+]=[N-])CC(C)C)CC1,-1%
O=C1C=C(c2ccc(O)cc2)C[C@@H](c2ccc(Cl)cc2)C1,-7%
C[C@H](CO)N1C[C@H](C)[C@@H](CN(C)S(C)(=O)=O)Oc2c(NC(=O)Nc3ccc(C(F)(F)F)cc3)cccc2C1=O,7%
O=C(CSc1nc2[nH]c(=O)cc(O)c2s1)Nc1cccc(Br)c1,-13%
O=C(CNc1ccc(Br)cc1)NC(=O)NC1CCCCC1,-6%
Cc1ccc(C)c(N2N=C(C(=O)Nc3ccccc3N3CCOCC3)CCC2=O)c1,-3%
COc1ccc2sc(-c3ccccc3OC)c(-c3ccc(OCCN4CCCC4)cc3)c2c1,-6%
Cc1ccc(N2CCN(S(=O)(=O)c3ccc(C)cc3)CC2)cc1,-2%
CC12CCC(=O)N1C(C(=O)N1CCN(S(=O)(=O)c3ccccc3F)CC1)CS2 (configuration not stated),3%

# Other entries
SMILES,L3MBTL1 inh
O=C(COc1ccccc1)Nc1ccc(-c2ccc(N3CCOCC3)nn2)cc1,2%
COc1ccc(NC(=O)CN(C)C(=O)c2ccccc2Sc2ncnc3sc(C)c(C)c23)cc1,?
C=CCn1c(=O)c(C(=O)NCCc2ccc(Cl)cc2)c(O)c2cc(OC)c(OC)cc21,9%
O=C(CCc1ccccc1)NC1(Cc2ccccc2)CCN(CCc2cccs2)C1=O (configuration not stated),-5%
COc1cc(Nc2ccc(S(N)(=O)=O)cc2)c([N+](=O)[O-])nc1[N+](=O)[O-],4%[2.29 µM]
O=C(CCC(=O)c1cccs1)NCCc1ccc(F)cc1,-5%
Cc1c(C(=O)NNC(=O)c2csc(N3CCOCC3)n2)oc2ccccc12,-8%
CC(C)Cn1c(SCC(=O)Nc2ccc3[nH]c(=O)[nH]c3c2)nc2ccccc2c1=O,-4%
CCOc1cc(C(=O)NCc2ccco2)cc(OCC)c1OCC,0%
CC(C)CNC(=S)N(CCN(C)C)Cc1cc2cc3c(cc2[nH]c1=O)OCO3,-5%
Cc1ccc(OCC(=O)NNC(=O)Cn2c(=O)cnc3ccccc32)cc1,11%
Nn1c(COc2ccccc2F)nnc1SCC(=O)NC1CCS(=O)(=O)C1 (configuration not stated),11%
CN(C)S(=O)(=O)n1cnc(C(CCO)c2ncn(S(=O)(=O)N(C)C)c2CCCO)c1 (configuration not stated),-5%
CSCC[C@H](NC(=O)[C@H](Cc1ccccc1)n1c(=O)[nH]c2ccccc2c1=O)C(=O)NCC1CCC(C(=O)O)CC1 (some centres not stated),42%[activator]
O=C(c1cccc(Cl)c1)N1CCN(S(=O)(=O)c2ccc(Cl)s2)CC1,3%
Cc1ccc(-n2ncc3c(=O)n(CC(=O)N(C)C)cnc32)cc1,-4%
CCOC(=O)CNC(=O)N1CCCC(N(C)CCc2ccccc2)C1 (configuration not stated),42%[activator]
NC(=O)CC(NC(=O)c1ccccc1)c1ccc(NCCCN2CCCC2=O)c([N+](=O)[O-])c1 (configuration not stated),-4%
N#Cc1c([N+](=O)[O-])cc([N+](=O)[O-])cc1S(=O)(=O)Cc1ccccc1,-10%
COc1ccc(Cl)cc1S(=O)(=O)n1ccnc1,4%
O=S1(=O)CCOCCCN1Cc1ccccc1,0%
CCC(=O)Nc1ccc(N2CCOCC2)c(S(=O)(=O)Nc2ccc(Cl)cc2)c1,-7%
COc1ccc(S(=O)(=O)Nc2cccc3c2O[C@H](CN(C)S(=O)(=O)c2ccccc2)[C@@H](C)CN([C@H](C)CO)C3=O)cc1,5%
N#Cc1ccc(CN2CCN(C(=O)CNC(=O)Cc3ccccc3)CC2)cc1,-3%
CCC(CO)Oc1cc(NCc2ccccc2OC)c2ncn(C(C)C)c2c1 (configuration not stated),-14%

# Following part:
SMILES,L3MBTL1 inh
CCN(CC(=O)Nc1ccc2c(c1)OCCO2)C(=O)CC(NC(C)=O)c1ccccc1 (configuration not stated),1%
CCCn1nc(C(=O)N(C)CC(=O)Nc2ccc(OCC)c(OCC)c2)c2ccccc2c1=O,-4%
COc1cc(-c2cc(C(=O)Nc3cc(S(=O)(=O)N4CCOCC4)ccc3O)c3ccccc3n2)cc(OC)c1OC,-7%
O=C(OCc1c(F)cccc1Cl)c1cc([N+](=O)[O-])ccc1N1CCOCC1,-23%
O=C(CN1C(=O)NC2(CCCCCC2)C1=O)c1ccc(Cl)s1,-2%
COc1cccc(NC(=O)CN(C)C(=O)c2cc(-c3ccc(F)cc3)nc3ccccc23)c1,7%
CC[C@@H](C)[C@H](CN[C@H](CNC)C(C)C)NC[C@@H](C)c1ccc(CC(C)C)cc1,-5%
O=C(CCNS(=O)(=O)c1cccc(Cl)c1)OCC(=O)N1CCN(C(=O)c2ccco2)CC1,-7%
O=C(NCCCN1CCCC1=O)c1ccccc1OCc1ccc(Cl)cc1Cl,-5%
Cc1cc(C)c(OCCNCc2ccccc2)c(C)c1,-4%
NC(=O)CC(NC(=O)c1cccc(Br)c1)c1ccc(N2CCCCCC2)c([N+](=O)[O-])c1 (configuration not stated),-27%
COc1ccc(/C=C/C(=O)NC2CCS(=O)(=O)C2)cc1 (configuration not stated),5%
CCN(CC(=O)Nc1c(F)cccc1F)C(=O)CCC(=O)c1ccc(C)cc1,7%
O=C(CNC(=O)c1[nH]cnc1C(=O)NC(c1ccccc1)c1ccccc1)OCc1ccccc1,18%
COCc1ccc(-c2c(-c3ccccc3OC)sc3cc4c(cc23)OCO4)cc1,12%
O=C(NCC(=O)N1CCN(Cc2ccccc2)CC1)c1cc(Cl)cc([N+](=O)[O-])c1,1%
COc1cccc(CNC(=O)COC(=O)c2c(C)nn(-c3ccccc3)c2Cl)c1,?
CCC(CO)Oc1cc(NCc2ccccn2)c2ncn(C(C)C)c2c1 (configuration not stated),-24%
COc1cc(/C=C/C(=O)OC(C)C(=O)NC2CCCCC2C)cc(Cl)c1OC (configuration not stated),-4%
O=C(CN1C(=O)NC2(CCCCC2)C1=O)Nc1cc(C(F)(F)F)ccc1N1CCCCC1,2%
COc1ccc(NC(=O)CSc2nnnn2-c2ccccc2OC)c(OC)c1,4%
COc1ccc(OCCCC(=O)OCC(=O)Nc2c(C)nn(-c3ccccc3)c2C)cc1,-2%
COc1ccc(Nc2nc(N3CCOCC3)nc(N3CCOCC3)n2)cc1Cl,11%
C[C@H]1COC(=O)[C@@H](CC(=O)OC(C)(C)C)C/C=C\C[C@H](CC(=O)NCCO)C(=O)N1,8%
O=C1CCC(C(=O)Nc2cccc(Br)c2)N1 (configuration not stated),-4%

# (next part)
SMILES,L3MBTL1 inh
CSc1ncccc1C(=O)OCc1nc2ccsc2c(=O)[nH]1,-2%
CN(C)C(=O)CCc1ccc2c3c([nH]c2c1)[C@]1(C)[C@@H](C(=O)N2CCCCC2)C[C@H](CC(=O)NCCc2ccccn2)C(=O)N1CC3,3%
O=C(Nc1ccc(S(=O)(=O)N2CCCC2)cc1)c1ccc([N+](=O)[O-])o1,-5%
O=C(COc1coc(CN2CCCc3ccccc32)cc1=O)Nc1cccc([N+](=O)[O-])c1,0%
CCCN(CC(=O)Nc1ccccc1C)C(=O)c1ccc(=O)n(Cc2ccccc2)n1,0%
CCN(CC(=O)Nc1c(F)cccc1F)C(=O)c1cc2c(cc1Cl)N1CCCCCC1=NS2(=O)=O,-4%
C=CCOc1ccc(/C=C/C(=O)OCC(=O)NCC2CCCCC2)cc1,-2%
COc1cccc(C(=O)Nc2ccccc2-c2ccccc2)c1,10%
Cc1ccccc1NC(=O)CSc1nnc(Cc2ccccc2)c(=O)n1N,5%
COc1cc(OC)c(CN2CCCN(C)CC2)cc1Br,-4%
N#CC(Cc1ccccc1)(Cc1ccccc1)C(=O)NN,2%
COc1ccc(OC)c(CNc2c(C=O)c(=O)[nH]c3ccccc23)c1,-2%
NS(=O)(=O)OCCCc1ccccc1,-4%
Cc1nc(N2CCNCC2)c2c3c(sc2n1)CCCC3,0%
O=Cc1c(NCCc2cccc(F)c2)c2ccccc2[nH]c1=O,2%
COc1ccc(Cl)cc1NC(=O)CN(C)C(=O)/C=C/c1ccco1,-1%
O=S(=O)(c1ccccc1)c1ccc(N2CCCCCC2)cc1,1%[2.29 µM]
CCOC(=O)Nc1ccc2c(c1)N(C(=O)CN1CCN(CCO)CC1)c1ccccc1CC2,8%
Cc1cccc(NC(=O)CN(CC2CCCO2)C(=O)c2cc3ccccc3o2)c1C (configuration not stated),-8%
COc1ccc(OCC(=O)Nc2ccccc2C(=O)NC2CC2)cc1,-10%
CCOC(=O)C1CCN(C(=O)COC(=O)c2ccc3[nH]c4c(c3c2)CCCC4)CC1,-18%
Nc1ncnc2c1ncn2[C@@H]1O[C@H](CNC(=O)[C@H](N)Cc2cscn2)[C@@H](O)[C@H]1O,8%
O=C1C(Cc2ccccc2)Nc2ncnc(N3CCN(c4ccccc4)CC3)c2N1Cc1ccc(Cl)cc1 (configuration not stated),-17%
CCOc1ccc(NC(=O)CN(C)C(=O)CCNC(=O)c2ccc(Br)cc2)cc1OCC,1%
CC(=O)Nc1ccc(S(=O)(=O)N2CCSC2)cc1,-5%

# Nothing new here: entries from further up.
SMILES,L3MBTL1 inh
CCOC(=O)Nc1ccc2c(c1)N(C(=O)CN1CCN(CCO)CC1)c1ccccc1CC2,8%
Cc1cccc(NC(=O)CN(CC2CCCO2)C(=O)c2cc3ccccc3o2)c1C (configuration not stated),-8%

# Other records follow.
SMILES,L3MBTL1 inh
Cc1ccc(C)c(S(=O)(=O)N2CCN(C(=O)C3CCN(C(=O)c4ccc(F)cc4)CC3)CC2)c1,0%
C=CC[C@H](CC(=O)NCCO)C(=O)N[C@@H](COC(=O)[C@@H](CC=C)CC(=O)OC(C)(C)C)Cc1c[nH]c2ccccc12,-4%
N#Cc1cc([N+](=O)[O-])ccc1NC(=O)COC(=O)CN1C(=O)C2CCCCC2C1=O (configuration not stated),3%
CCC1(c2ccc(OC)cc2)NC(=O)N(CC(=O)c2ccc3c(c2)OCCO3)C1=O (configuration not stated),-1%
CCc1cc(C(=O)Nc2ccccc2N2CCOCC2)sc1C,2%
COc1ccc(OC)c(/C=C/C(=O)OCC(=O)N2CCCC2)c1,5%
CCCCCC(C)NC(=O)c1cc(S(=O)(=O)N2CCCCC2)ccc1N1CCOCC1 (configuration not stated),0%
Fc1cc(F)cc(Nc2nc(Cl)nc(NC3CCCC3)n2)c1,6%
COc1ccccc1N1CCN(S(=O)(=O)c2cc3c(cc2C)NC(=O)CO3)CC1,1%
COc1cc(NC(=O)c2cccc(S(=O)(=O)N3CCCCC3)c2)cc(OC)c1OC,-3%
CCCN(CC1CC1)C(=O)COC(=O)c1oc2c(F)cccc2c1C,15%
COCCCN1C2=C(C(=O)CC(C)(C)C2)C(c2ccc(OC)c(OC)c2)C2=C1CC(C)(C)CC2=O,-1%
Cc1cc(C)nc(NC(=O)c2ccc(Br)s2)n1,4%
Cc1ccc(F)c(N=Cc2c(O)c3ccccc3oc2=O)c1,-2%[2.29 µM]
CC(C)c1ccc(CCNC(=O)CSC(=S)N2CCCC2)cc1,4%

# Some of these compounds in order of SMILES length, highest first.
SMILES,L3MBTL1 inh
C=CC[C@H](CC(=O)NCCO)C(=O)N[C@@H](COC(=O)[C@@H](CC=C)CC(=O)OC(C)(C)C)Cc1c[nH]c2ccccc12,-4%
Cc1ccc(C)c(S(=O)(=O)N2CCN(C(=O)C3CCN(C(=O)c4ccc(F)cc4)CC3)CC2)c1,0%
CCC1(c2ccc(OC)cc2)NC(=O)N(CC(=O)c2ccc3c(c2)OCCO3)C1=O (configuration not stated),-1%

# Pulled one by one from the entries so far:
SMILES,L3MBTL1 inh
COc1ccc(OCCCC(=O)OCC(=O)Nc2c(C)nn(-c3ccccc3)c2C)cc1,-2%
O=C(CSc1nc2[nH]c(=O)cc(O)c2s1)Nc1cccc(Br)c1,-13%
CCC1(c2ccc(OC)cc2)NC(=O)N(CC(=O)NC2CCCCC2C)C1=O (configuration not stated),1%
O=C(CCC(=O)c1cccs1)NCCc1ccc(F)cc1,-5%
O=C(Nc1ccc(S(=O)(=O)Nc2ncccn2)cc1)c1ccc(Cl)c([N+](=O)[O-])c1,10%
COc1cc(-c2cc(C(=O)Nc3cc(S(=O)(=O)N4CCOCC4)ccc3O)c3ccccc3n2)cc(OC)c1OC,-7%

# Assay outcomes from PubChem.
